INS-1E GSIS act: primary screen for activators of insulin secretion dependent on glucose, INS-1E cells, GLuc reporter luminescence. actives 0.61% (n = 370,000). INS-1E GLuc reporter insulin secretion, 2-3 h. activation, % at 16.6 µM;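 active = lowest replicate activation of at least 40%, so every replicate reaches that level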;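 note: 0% = median of neutral control wells and 100% = median of IBMX positive control wells; some compounds called inactive have numbers as strong as hits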
ARNT-TACC3 inh: ARNT/TACC3 interaction disruption; AlphaScreen His-ARNT PAS-B/GST-TACC3 binding, luminescence; TACC3 fragment carries E629A point mutation; inhibition, % at 9.99 µM; actives 0.66% (n = 390,000);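 active = mean inhibition of replicates at least 50% and at least half of replicates each reaching 50%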;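 note: 0% = complete ARNT plus TACC3 wells and 100% = ARNT alone without TACC3; many hits fall short of the cut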
* marks the source's active call; other numbers are inactive results.

Value order – INS-1E GSIS act	ARNT-TACC3 inh
O=C(Nc1cnc2ccccc2c1)C1COc2ccccc2O1 (stereo not drawn)
  6	-11
O=C(c1cccc(S(=O)(=O)N2CCCCC2)c1)N1CCN(S(=O)(=O)c2ccc(F)cc2)CC1
  -15	-5
Nc1nc(-c2ccco2)nn1C(=O)c1ccc(Cl)cc1
  11	13
Cc1cc(C(F)F)n2nc(C(=O)Nc3c(F)cc(F)cc3Br)nc2n1
  -1	-4
CS(=O)(=O)N1CCc2cc(-c3csc(NC(=O)C(c4ccccc4)c4ccccc4)n3)ccc21
  -24	-6
Cc1cc(C)c(C#N)c(SCC(=O)NN2CC(=O)N(c3ccccc3F)CC2=O)n1
  14	18
COc1cc(C2C(C(C)=O)=C(O)C(=O)N2c2ccc(C)cc2)ccc1O (stereo not drawn)
  -32	-24
CSCCC(NC(=O)c1cccc(S(=O)(=O)N2CCOCC2)c1)C(=O)Nc1ccc(F)cc1 (stereo not drawn)
  -2	-1
CCOC(=O)Cc1c(C)[nH]c(=S)[nH]c1=O
  8	6
CCOC(=O)c1cccc(NC(=O)c2cccnc2)c1
  -14	-7
CCCCCCCCCn1cc(C(C)=O)c(=O)[nH]c1=O
  -1	-1
COC(=O)c1ccc(O)c(Sc2cc(C(=O)OC)ccc2O)c1
  -8	0
O=c1c2c(nc3cc(-c4ccccc4)[nH]n13)CCC2
  -5	9
Cc1ccc(Nc2nc(-c3c(C)n(C)n(-c4ccccc4)c3=O)c(C)s2)cc1
  -6	9
CC(C)(C)c1nnc(NC(=O)C2CCN(c3ncccn3)CC2)s1
  -3	2
CCC(=O)c1cn(CC(=O)NCc2ccco2)c2ccccc12
  7	4
CCC(C)c1ccc(NC(=S)NCc2cccs2)cc1 (stereo not drawn)
  -10	-6
COc1ccccc1NC(=S)NNC(=O)c1ccccc1
  23	-2
COc1ccc(NS(=O)(=O)c2ccc(NC(=S)NC(=O)/C=C/c3ccccc3)cc2)nn1
  -27	2
CCC(=O)N1N=C(c2ccc(NS(C)(=O)=O)cc2)CC1c1ccc(C)cc1 (stereo not drawn)
  1	8

Part of the list above, with each value named.
CS(=O)(=O)N1CCc2cc(-c3csc(NC(=O)C(c4ccccc4)c4ccccc4)n3)ccc21
  INS-1E GSIS act: -24; ARNT-TACC3 inh: -6

Cc1cc(C)c(C#N)c(SCC(=O)NN2CC(=O)N(c3ccccc3F)CC2=O)n1
  INS-1E GSIS act: 14; ARNT-TACC3 inh: 18

COc1cc(C2C(C(C)=O)=C(O)C(=O)N2c2ccc(C)cc2)ccc1O (stereo not drawn)
  INS-1E GSIS act: -32; ARNT-TACC3 inh: -24

CSCCC(NC(=O)c1cccc(S(=O)(=O)N2CCOCC2)c1)C(=O)Nc1ccc(F)cc1 (stereo not drawn)
  INS-1E GSIS act: -2; ARNT-TACC3 inh: -1

Other compounds follow:
Value order – INS-1E GSIS act	ARNT-TACC3 inh
COc1cccc(C(=O)N2CCN(C3CCC(c4ccccc4)CC3)CC2)c1 (stereo not drawn)
  -14	-10
O=C(Cc1ccccc1)N/N=C/c1ccc(Cl)cc1Cl
  -19	-3
Cc1ccc(S(=O)(=O)NC(CC(=O)N2CCOCC2)c2ccco2)cc1 (stereo not drawn)
  6	-1
O=C1CC(c2ccc(F)cc2)C2=C(CCCC2=O)N1 (stereo not drawn)
  13	-4
COc1ccccc1C1NC(c2ccccc2OC)C(C)C(=O)C1C (stereo not drawn)
  -15	17
O=C1CC(c2ccccc2)CN1Cc1ccccc1 (stereo not drawn)
  1	-8
O=C1C2C3C=CC(C4CC34)C2C(=O)N1/N=C/c1ccc(-c2ccccc2[N+](=O)[O-])o1 (stereo not drawn)
  -25	22
CC1CCCN(S(=O)(=O)c2ccc(C(=O)Nc3ccccc3-c3nc4ccccc4[nH]3)cc2)C1 (stereo not drawn)
  13	-17
O=C(c1cc(-c2cccs2)on1)N1CCc2ccccc2C1
  -1	2
COc1ccccc1-c1nc2n(n1)C(c1ccc(Cl)cc1)C(C(N)=O)=C(C)N2 (stereo not drawn)
  10	-12
CC(C)Cc1nnc(NS(=O)(=O)Cc2ccccc2)s1
  9	-7
CNC(=O)c1nn(-c2ccccc2)ccc1=O
  6	-2
CCNC(=O)NC(=O)C(C)Sc1nc2cc(C(=O)OC)ccc2c(=O)n1-c1ccccc1 (stereo not drawn)
  -37	-2
Cc1nnc(N2CCc3ccccc3C2)[nH]c1=O
  2	-35
COc1ccc(C(=O)c2c[nH]c(C(=O)NCc3cccnc3)c2)cc1
  -12	-2
CCOC(=O)N1CCC(n2c(SCC(=O)Nc3nccs3)nc3ccsc3c2=O)CC1
  -13	-4
Cn1c(CN2CCOCC2)c(C#N)c2ccccc21
  -2	-19
CC1(C)CC(=O)CC(=Nc2ccc3[nH]c(=O)[nH]c3c2)C1
  -2	0
CCOC(=O)c1cc(-c2ccccc2)nc2c1c(C)nn2-c1ccccn1
  -14	-2
COc1ccc(NS(=O)(=O)c2ccc3nc(COc4ccc(C#N)cc4)[nH]c3c2)cc1
  -5	-7
CCOC(=O)c1c(C)c(C(=O)Nc2ccc3c(c2)OCO3)c(C)n1C
  2	1
O=C(O)CCC(=O)N1CCN(c2ccc(C(=O)c3ccc(F)cc3)cc2)CC1
  2	-3
COc1ccc(OCC(=O)Nc2cc(OC)cc(OC)c2)cc1
  -14	-25
Cc1ccc(O)c(C2=Nc3ccccc3N=C(c3ccco3)C2)c1
  8	-5
Cc1ccc(S(=O)(=O)NCCC(=O)Nc2cccc(Cl)c2)cc1
  -7	1
COc1cc(-c2nn3c(-c4cccnc4)nnc3s2)cc(OC)c1OC
  2	-4
Cc1cc(=O)c2ccccc2n1CC(=O)NCc1ccccc1
  -4	-2
CCOc1cc(S(=O)(=O)NCc2ccc(OC)cc2)c(OCC)cc1-n1cnnn1
  -2	7
CCc1ccc(NC(=O)C2CCCCC2C(=O)O)cc1 (stereo not drawn)
  -8	1
CN1C(=O)N(C)C(NC(=O)Nc2ccccc2)C1NC(=O)Nc1ccccc1 (stereo not drawn)
  6	-4
CCSc1nc(=S)n(-c2ccccc2)c(C)c1C(C)=O
  16	-6
C=CCNS(=O)(=O)c1ccc(OC)c(C)c1
  5	-4
CCCCCNC(=O)c1ccccc1SC
  7	6
COCCCNC(=O)C1CC(=O)N(CCc2ccccc2)C1 (stereo not drawn)
  10	-4
Cc1ccc(S(=O)(=O)c2cccc(S(=O)(=O)N3CCOCC3)c2)cc1S(=O)(=O)N1CCOCC1
  -12	-3
CC(C)(C)c1cccc(Oc2nn[nH]n2)c1
  -1	-7
Clc1cc2cccnc2c2ccccc12
  7	5
CCN(CC)c1ccc(NC(=O)c2cc(Cl)ccc2OC)cc1
  2	21
O=C(c1ccccc1)c1ncc(C(F)(F)F)cc1Cl
  1	-4
O=C(Nc1ccccc1OC(F)F)c1ccccc1
  9	-5
Cc1c(NC(=O)c2cc(-c3ccco3)on2)c(=O)n(-c2ccccc2)n1C
  -6	-2
Cc1cccc(NC(=S)NC(=O)C(c2ccccc2)c2ccccc2)n1
  17	-4
CCn1c(/C=C/c2ccccc2)nc2ccccc21
  -12	7
Cc1cc(C)cc(OCC(=O)NCC2CCCO2)c1 (stereo not drawn)
  8	-4
COc1ccccc1CN1C(=O)CN(C2CCCCCC2)C(=O)C1c1ccc(F)cc1 (stereo not drawn)
  -14	5
O=[N+]([O-])c1ccc(-c2csc(Nc3ccccc3)[n+]2Cc2ccccc2)cc1
  -15	1
CCC(=O)n1nc(NCc2ccccc2OC)nc1NCc1ccccc1OC
  -32	12
CN(C1CCCC1)C1CCN(C(=O)CNC(=O)/C=C/c2ccccc2)CC1
  1	-6
O=C(CSC1CC(=O)N(CCc2ccccc2)C1=O)Nc1cccc(Cl)c1 (stereo not drawn)
  -24	-6
Cc1nnc(SCC(=O)NC2CCCCC2)n1C1CCCCC1
  9	-3
COc1ccc(/C=C/C(=O)N[C@@H](C)C(=O)O)cc1
  10	-4
c1cnc(-c2nnc3n2CCCCC3)cn1
  -8	3
COc1ccc(-c2noc(C3CCCN(C(=O)CCc4ccccc4)C3)n2)cc1 (stereo not drawn)
  -12	-7
CC(=O)Nc1nc(C)c(-c2csc(Nc3cccc([N+](=O)[O-])c3)n2)s1
  134*	13
Cc1cc(C)n(CC(O)CN(c2ccccc2)S(=O)(=O)c2ccccc2)n1 (stereo not drawn)
  -7	6
CC1CCN(CCC(=O)Nc2ccc3c(c2)CCC3)CC1
  -1	-15
Cn1c(=O)[nH]c(=O)c2c1nc(CN1CCN(c3cccc(Cl)c3)CC1)n2CCN1CCOCC1
  13	1
CC(C)NC(=O)NC(=O)CSc1ncc(C(F)(F)F)cc1Cl
  26	-3
Cc1[nH]c(=O)[nH]c(=O)c1NC(=O)c1cccs1
  -6	0
CCOC(=O)c1[nH]c2ccccc2c1NC(=O)CN(C)C
  3	-3

Complete entries, quoted from the list.
`COc1ccccc1CN1C(=O)CN(C2CCCCCC2)C(=O)C1c1ccc(F)cc1` (stereo not drawn) reads INS-1E GSIS act = -14; ARNT-TACC3 inh = 5
`CCOC(=O)c1[nH]c2ccccc2c1NC(=O)CN(C)C` reads INS-1E GSIS act = 3; ARNT-TACC3 inh = -3
`CCC(=O)n1nc(NCc2ccccc2OC)nc1NCc1ccccc1OC` reads INS-1E GSIS act = -32; ARNT-TACC3 inh = 12

Some of these compounds in order of the INS-1E GSIS act value, highest first:
| SMILES | INS-1E GSIS act | ARNT-TACC3 inh |
| --- | --- | --- |
| CC(=O)Nc1nc(C)c(-c2csc(Nc3cccc([N+](=O)[O-])c3)n2)s1 | 134* | 13 |
| Cc1[nH]c(=O)[nH]c(=O)c1NC(=O)c1cccs1 | -6 | 0 |
| Cc1cc(C)n(CC(O)CN(c2ccccc2)S(=O)(=O)c2ccccc2)n1 (stereo not drawn) | -7 | 6 |
| CCn1c(/C=C/c2ccccc2)nc2ccccc21 | -12 | 7 |
| CCC(=O)n1nc(NCc2ccccc2OC)nc1NCc1ccccc1OC | -32 | 12 |

Next section:
Value order – INS-1E GSIS act	ARNT-TACC3 inh
COc1cc2c(cc1OC)C(C)N(C(C)=O)CC2 (stereo not drawn)
  41	-5
CCN1CCN(c2nc3sc4c(c3c(=O)n2-c2ccc(OC)cc2)CCCCC4)CC1
  -9	-7
CCN(CC)C(=S)NC(=O)c1ccc(Cl)cc1Cl
  27	-6
Cc1ccc(C)c(N2CCN(CC(=O)Nc3ccc([N+](=O)[O-])cc3C(=O)Nc3ccccc3F)CC2)c1
  -26	13
CCCCN(CCCNC(=O)c1c(C)cc(=O)oc1C)c1ccccc1
  -29	11
COC(=O)c1cc(COc2ccc3oc(C)c(C(=O)OC(C)C)c3c2)c(C)o1
  -17	-3
Cc1ccccc1OCCNc1ccc(C(F)(F)F)cc1[N+](=O)[O-]
  -20	7
N#CC1=C(c2ccccc2)/C(=C/c2ccccc2)OC1=O
  16	-5
COc1ccc(C2=NOC(C(=O)NC3CCCCC3)C2)cc1OC (stereo not drawn)
  17	1
O=C(Cn1nnc(-c2ccccc2NC(=O)C2CC2)n1)NC1CCCCC1
  29	-5
Cc1oc2ncnc(N)c2c1C
  22	-2
O=C(CN(C(=O)c1ccc(Cl)cc1)N1C(=O)C2CCCCC2C1=O)c1ccc(Cl)cc1 (stereo not drawn)
  -35	-10
COc1ccc(OC)c(/C=C/C(=O)N(C)CC(=O)Nc2cc(C)ccc2C)c1
  9	-8
O=C(CN1C2=NCCN2c2ccccc21)C12CC3CC(CC(C3)C1)C2
  4	-1
C=CCOc1ccc(Cl)cc1CNCCCN1CCOCC1
  41	1
COc1cccc(OC)c1NC(=O)Cc1nn(C)c(=O)c2ccccc12
  11	2
S=C(NCc1ccccn1)Nc1cccc(Cl)c1
  51	1
O=C(COC(=O)C1CCC(=O)N1)Nc1ccc(Cl)cc1Cl (stereo not drawn)
  5	-7
CCOC(=O)c1ccc(Nc2nc(=O)c3cccnc3s2)cc1
  -2	5
O=c1c(C(c2ccc(O)cc2)c2c(O)nc3n(c2=O)CCCS3)c(O)nc2n1CCCS2
  0	-7
O=C(CCCn1c(=O)[nH]c2cc(Cl)ccc2c1=O)NCCN1CCN(c2ccccc2)CC1
  -7	0
COC(=O)c1ccc(NC(=O)c2ccccc2SC)cc1
  7	12
CC(Oc1ccccc1)C(=O)Nc1ccc(S(=O)(=O)NCC2CCCO2)cc1 (stereo not drawn)
  3	-1
O=C(CCS(=O)(=O)Cc1ccccc1)NC1CCCCC1
  5	-21
CCOC(=O)c1ccccc1NC(=O)CSc1nc2ccccc2n1CC(=O)N1CCCC1
  0	-6
CCN(CCNC(=O)Nc1ccc(Cl)cc1)c1ccccc1
  -39	5
O=S(=O)(c1ccccc1)c1nc(-c2cccs2)oc1NCCCn1ccnc1
  -4	10
O=C(c1cnc2ccccn2c1=O)N1CCCc2ccccc21
  4	-13
Cc1ccc(-c2[nH]nc3c2C(c2cccnc2)C(C#N)=C(N)O3)cc1 (stereo not drawn)
  78*	-1
COc1ccc(CCNC(=S)NC(=O)c2ccccc2)cc1OC
  26	-10
O/N=C/c1ccccc1Oc1ccccc1
  23	-2

This is a subset. The share of hits here may be higher or lower than overall.
